NCI-60 one-dose screen, 48 h, at 10 µM unless noted. Numbers give growth in % (100 = growth as untreated, 0 = no growth, -100 = all killed).
HOP-62 – HOP-62 NSCLC; AID 1794735; actives 3.9% (n = 80,000)
MOLT-4 – MOLT-4 leukemia cells. actives 6.9% (n = 80,000). AID 1794779
EKVX – EKVX NSCLC; actives 3% (n = 71,000); AID 1794765
K-562 – K-562 leukemia | actives 7.4% (n = 78,000) | AID 1794777
RPMI-8226 – RPMI-8226 leukemia cells | AID 1794781 | actives 7.5% (n = 77,000)
HOP-92 – HOP-92 NSCLC cells; actives 6.3% (n = 71,000); AID 1794738
SR – SR leukemia cells | actives 8.7% (n = 73,000)
CCRF-CEM – CCRF-CEM leukemia; actives 7% (n = 77,000)
* marks the source's active call; other numbers are inactive results; . = no result given. Rule for the calls: active = growth percent below 10; inactive = the rest. No enrichment for hits; overall some 13% were active at least once.

1: NS(=O)(=O)c1ccc(Nc2nc(Nc3ccccc3)nc(N3N=C(c4ccccc4)CC3c3ccccn3)n2)cc1 (stereo unspecified)
2: COCCOC(=O)NC(=O)Nc1ccc(/C(=N/O)c2ccc(Cl)cc2)cc1
3: CCOC(=O)C1=C(C)N(C)C(=O)N(C)C1c1c(Cl)n(C)c2ccccc12 (stereo unspecified)
4: CN(C)C(=O)c1ccccc1
5: O=C(O)c1ccc2nc(-c3ccc(OCCCCCOc4ccc(-c5nc6ccc(C(=O)O)cc6[nH]5)cc4)cc3)[nH]c2c1

assay / entry | 1 | 2 | 3 | 4 | 5
HOP-62 | 83 | 19 | 103 | 102 | 92
MOLT-4 | 36 | 9.9* | 106 | 105 | 88
EKVX | 78 | 30 | 98 | 98 | 113
K-562 | 57 | 6.7* | 106 | 80 | 78
RPMI-8226 | 39 | 22 | 100 | . | 123
HOP-92 | 47 | 45 | 79 | . | 100
SR | 56 | 8.7* | 110 | 113 | 120
CCRF-CEM | 38 | 8.2* | 58 | . | 76

6: CCCCC(CC)C(=O)OCCCC1CCCO1 (stereo unspecified)
7: CC(=O)N[C@H](C(=O)N[C@H](Cc1ccccc1)C(=O)N[C@H](CS)C(=O)N[C@H](CCCN=C(N)N)C(=O)N[C@H](CCCN=C(N)N)C(=O)N[C@H](CCCN=C(N)N)C(=O)N[C@H](CCCN=C(N)N)C(=O)N[C@H](CCCN=C(N)N)C(=O)N[C@H](CCCN=C(N)N)C(N)=O)[C@@H](C)O
8: O=C1N(CO)C2C(N1CO)N(CO)C(=O)N2CO (stereo unspecified)
9: Cc1ncc([N+](=O)[O-])n1CC(C)O (stereo unspecified)
10: O=C(O)c1ccc(C(=O)O)c(O)c1O

assay / entry | 6 | 7 | 8 | 9 | 10
HOP-62 | 96 | 116 | 110 | . | 101
MOLT-4 | 93 | 101 | 91 | 88 | 93
EKVX | . | 105 | 119 | 101 | 113
K-562 | 93 | 105 | 106 | . | 102
RPMI-8226 | 108 | 99 | 93 | 111 | 103
HOP-92 | 96 | . | 80 | 85 | 101
SR | 114 | 100 | . | 84 | 86
CCRF-CEM | . | 100 | 89 | 102 | 100

11: CC(=O)N1N=C(CCC(=O)c2nc3ccc([N+](=O)[O-])cc3[nH]2)OC1c1ccc(Br)cc1 (stereo unspecified)
12: COc1cc2c(cc1OC)C(O)C(O)(CO)C(C(=O)O)C2c1cc(OC)c(OC)c(OC)c1 (stereo unspecified)
13: CC(C)c1cccc(C#N)c1
14: O=C1OCC/C1=C/OCCO/C=C1\CCOC1=O
15: COc1cc(/C=C/C(=O)Nc2ccccc2NC(=O)c2ccc(C(F)(F)F)cc2)cc(OC)c1OC

assay / entry | 11 | 12 | 13 | 14 | 15
HOP-62 | 109 | 94 | 111 | 103 | 92
MOLT-4 | . | 91 | 101 | 104 | 50
EKVX | 75 | 108 | 94 | 102 | 72
K-562 | . | . | 109 | 104 | .
RPMI-8226 | 90 | 84 | 106 | 91 | 69
HOP-92 | 109 | 73 | . | . | 80
SR | . | 89 | 97 | 95 | 47
CCRF-CEM | 98 | 81 | 90 | 98 | 78

16: O=C(/C=C/c1c(-c2ccc(F)cc2)nc2sccn12)c1ccc2c(c1)OCO2
17: CCOC(=O)CCCn1c2c(c(C)c1-c1ccccc1)C1=NC(=O)CN1C(SC)=N2
18: O=C1CCN=C2C=CC(C(F)(F)F)=CN12
19: CSc1oc(CCS(=O)(=O)c2ccc(C)cc2)nc1S(=O)(=O)c1ccc(C)cc1
20: N#Cc1ccc(-c2nn(-c3ccc(C(=O)O)cc3)cc2CNc2ccc(Oc3ccccc3)cc2)cc1

assay / entry | 16 | 17 | 18 | 19 | 20
HOP-62 | 90 | 111 | 102 | 100 | 37
MOLT-4 | 76 | 77 | 119 | 92 | 20
EKVX | 86 | 97 | 100 | 100 | 75
K-562 | 52 | 90 | 108 | 82 | 43
RPMI-8226 | . | 81 | 122 | 106 | 22
HOP-92 | 76 | 80 | 112 | 97 | 39
SR | 70 | 94 | 107 | 102 | 37
CCRF-CEM | 71 | 71 | 148 | 105 | 19

21: CC(C)Cc1ccccn1
22: COc1cc2nc(-c3ccc(Cl)cc3)cc(OCCN3CCOCC3)c2cc1OC
23: OCCNc1nccc(NCCCNc2ccnc3cc(Cl)ccc23)n1
24: CCOC(=O)C(NC(=O)c1ccccc1)C(C)(C)SCc1ccccc1 (stereo unspecified)
25: Cc1ccc2c(c1C)CC[C@H]1[C@H]2CCC2=CC(=O)CC[C@@]21C

assay / entry | 21 | 22 | 23 | 24 | 25
HOP-62 | 95 | 99 | 91 | 93 | 113
MOLT-4 | 96 | 97 | 84 | 84 | 85
EKVX | 97 | 85 | . | 113 | 68
K-562 | 95 | 92 | 71 | 93 | 70
RPMI-8226 | 95 | 93 | 101 | 82 | 66
HOP-92 | 98 | 95 | 78 | 71 | .
SR | 105 | 90 | 78 | 80 | 84
CCRF-CEM | 91 | 99 | 90 | 93 | 75

26: Nc1ccc([N+](=O)[O-])cc1N=C/C=C/c1ccccc1
27: CCOC(=O)c1nc2c3ccccc3ccn2c1C(=O)c1ccc(Br)cc1
28: O=C1CCCCC1CO (stereo unspecified)
29: O=C(Nc1ccccc1S)c1ccccc1
30: NC(=O)CCCN1CCCC1=O

assay / entry | 26 | 27 | 28 | 29 | 30
HOP-62 | 88 | 98 | 106 | 120 | 125
MOLT-4 | 15 | 65 | 96 | 82 | 91
EKVX | 98 | 86 | . | 95 | 111
K-562 | 30 | 83 | 101 | 86 | 113
RPMI-8226 | 26 | 92 | 102 | . | 98
HOP-92 | 82 | 107 | 90 | 109 | 108
SR | 36 | 67 | 102 | 83 | 86
CCRF-CEM | 18 | 90 | 90 | 106 | 93

31: O=[N+]([O-])c1c(F)cccc1Nc1cccc(F)c1
32: COC(=O)c1oc2c(F)c(-c3ccc(OC)cc3)c(-c3ccccc3)c(-c3ccccc3)c2c1N
33: Cc1ccc(/C=C(\C#N)C(=O)Nc2ncc(Cc3ccccc3Cl)s2)o1
34: COc1ccc(C(=O)CC(C(=O)O)c2ccc(OC)c(OC)c2)cc1OC (stereo unspecified)
35: COc1cnc2c(c1)C(=O)c1c-2n(CCCn2ccnc2)c(=O)c2cc(OC)c(OC)cc12

assay / entry | 31 | 32 | 33 | 34 | 35
HOP-62 | 102 | 101 | 57 | 103 | -48*
MOLT-4 | 94 | 91 | 61 | 85 | .
EKVX | 103 | 96 | 65 | 107 | -9.9*
K-562 | 95 | 91 | 28 | 94 | .
RPMI-8226 | . | 112 | 67 | 99 | -27*
HOP-92 | 95 | 86 | 83 | . | -12*
SR | 102 | 90 | 74 | 98 | .
CCRF-CEM | . | 103 | 68 | 97 | -2.0*

36: O=c1[nH]c2cc(Cl)ccc2c(O)c1/C=N/Nc1nc(-c2ccccc2)cs1
37: CCN1CC2(S/C(=N\Nc3ccccc3)N(C)C2=O)C2(C1)C(=O)N(C)c1ccccc12 (stereo unspecified)
38: Oc1ccc(CCc2ccccn2)cc1
39: O=Cc1ccc(Oc2nc(N3CCCCC3)nc(N3CCCCC3)n2)cc1
40: COc1cccc(-c2nnc(N)o2)c1

assay / entry | 36 | 37 | 38 | 39 | 40
HOP-62 | 43 | 101 | 101 | 100 | 102
MOLT-4 | 42 | 100 | 85 | 102 | 110
EKVX | 62 | 95 | 111 | 91 | 100
K-562 | 74 | 94 | 87 | 100 | 98
RPMI-8226 | 76 | 105 | 103 | 106 | 109
HOP-92 | 82 | 89 | 107 | 90 | .
SR | 66 | 93 | 106 | 112 | 124
CCRF-CEM | 35 | 109 | 98 | 102 | 103

41: Cc1c(C(=O)Nc2nc3ccc(F)cc3s2)nnn1-c1ccccc1F
42: COc1cccc2cc(N(C)c3nc(C)nc4ccsc34)ccc12
43: COc1ccc([C@H](OC)[C@@]2(Cc3ccc(O)cc3)N=C(N)N(C)C2=O)cc1
44: Cc1cc(O)c2c(c1)C1OC(=O)CCCN1C1=C2C(=O)c2cccc(OC3CC(O)C(O)C(C)O3)c2C1=O (stereo unspecified)
45: CCOC(=O)c1cc(C(=O)c2cc(OC)cc(OC)c2)n2ccc3ccccc3c12

assay / entry | 41 | 42 | 43 | 44 | 45
HOP-62 | 112 | 17 | 88 | 132 | 71
MOLT-4 | 82 | 3.4* | 95 | 94 | 104
EKVX | 101 | 60 | 103 | 91 | 95
K-562 | 73 | 5.3* | 91 | 95 | 99
RPMI-8226 | 78 | 13 | 75 | 94 | 108
HOP-92 | 117 | 8.9* | 79 | 118 | 111
SR | 74 | 2.4* | 81 | 72 | 116
CCRF-CEM | 105 | 4.6* | 92 | 92 | 102

46: CC(=O)O[C@]1(C(C)=O)CC[C@H]2[C@@H]3C=C(Cl)C4=CC(=O)CC[C@]4(C)[C@H]3CC[C@@]21C
47: C=CCNC(=O)c1ccccc1OCC(=O)O
48: Cc1cc(C)c2c(Cn3cc(Cn4c(C)cc(=O)n(Cc5cn(Cc6cc(=O)oc7cc(C)cc(C)c67)nn5)c4=O)nn3)cc(=O)oc2c1
49: O=C(O)c1ccc2c3c(cccc13)CC2
50: COc1ccc(Cl)cc1NC(=O)C1CC(=O)Nc2nc(N3CCCCC3)[nH]c(=O)c21 (stereo unspecified)

assay / entry | 46 | 47 | 48 | 49 | 50
HOP-62 | 106 | 102 | 103 | 106 | 105
MOLT-4 | 85 | 112 | 79 | 105 | .
EKVX | 107 | 111 | 98 | 101 | .
K-562 | 97 | 111 | 94 | 103 | .
RPMI-8226 | 93 | 117 | 97 | 107 | 92
HOP-92 | 97 | . | 106 | 103 | 94
SR | 92 | 118 | 104 | 100 | .
CCRF-CEM | 95 | 111 | 94 | 92 | 84

51: Cc1nc2ccc(Br)cn2c1-c1nnc(SCCC(C)C)o1
52: CC12CC3OC3CC1CCC1C2CCC2(C)C1CCC21OCCO1 (stereo unspecified)
53: NS(=O)(=O)c1ccc(C(=O)N2N=C(c3ccc(F)cc3)CC2c2ccc(F)cc2)cc1 (stereo unspecified)
54: C=C1CC[C@@H]2[C@]3(C)COC(c4ccco4)O[C@@H]3CC[C@@]2(C)[C@@H]1C/C=C1/C(=O)OCC1OC(C)=O (stereo partly specified)
55: COCC[C@H]1CCC/C=C/[C@@H]2C[C@H](O)C[C@H]2[C@H](O)/C=C/C(=O)O1
56: O=S(=O)(NCCCNc1nccc(-c2c(-c3cccc(F)c3)nc3sccn23)n1)c1ccc(Cl)cc1
57: CCn1c(SCC(=O)N2CCN(c3cc4c(cc3F)c(=O)c(C(=O)O)cn4C3CC3)CC2)nnc1-c1ccc(Cl)cc1
58: COc1ccc(NC(=S)N/N=C/c2ccc(Cl)cc2)cc1

assay / entry | 51 | 52 | 53 | 54 | 55 | 56 | 57 | 58
HOP-62 | 69 | 99 | 90 | 66 | 31 | 102 | 93 | 120
MOLT-4 | 91 | 95 | 91 | 2.4* | 7.6* | 48 | 107 | 115
EKVX | 79 | 104 | 96 | 89 | 5.0* | 75 | 102 | 84
K-562 | 95 | 87 | 91 | 4.0* | 10 | 32 | 105 | 129
RPMI-8226 | 91 | 96 | 88 | -31* | 11 | 55 | 98 | 108
HOP-92 | 82 | 95 | 84 | 38 | -8.6* | 86 | 85 | 99
SR | . | 97 | 91 | -21* | 2.4* | 93 | 105 | 98
CCRF-CEM | 96 | 113 | 99 | -20* | 18 | 47 | 105 | 119

A second format for some results above.
Results follow in this order: HOP-62 | MOLT-4 | EKVX | K-562 | RPMI-8226 | HOP-92 | SR | CCRF-CEM
1: NS(=O)(=O)c1ccc(Nc2nc(Nc3ccccc3)nc(N3N=C(c4ccccc4)CC3c3ccccn3)n2)cc1 (stereo unspecified)
  83 | 36 | 78 | 57 | 39 | 47 | 56 | 38
2: COCCOC(=O)NC(=O)Nc1ccc(/C(=N/O)c2ccc(Cl)cc2)cc1
  19 | 9.9* | 30 | 6.7* | 22 | 45 | 8.7* | 8.2*
3: CCOC(=O)C1=C(C)N(C)C(=O)N(C)C1c1c(Cl)n(C)c2ccccc12 (stereo unspecified)
  103 | 106 | 98 | 106 | 100 | 79 | 110 | 58
4: CN(C)C(=O)c1ccccc1
  102 | 105 | 98 | 80 | . | . | 113 | .
5: O=C(O)c1ccc2nc(-c3ccc(OCCCCCOc4ccc(-c5nc6ccc(C(=O)O)cc6[nH]5)cc4)cc3)[nH]c2c1
  92 | 88 | 113 | 78 | 123 | 100 | 120 | 76
6: CCCCC(CC)C(=O)OCCCC1CCCO1 (stereo unspecified)
  96 | 93 | . | 93 | 108 | 96 | 114 | .
7: CC(=O)N[C@H](C(=O)N[C@H](Cc1ccccc1)C(=O)N[C@H](CS)C(=O)N[C@H](CCCN=C(N)N)C(=O)N[C@H](CCCN=C(N)N)C(=O)N[C@H](CCCN=C(N)N)C(=O)N[C@H](CCCN=C(N)N)C(=O)N[C@H](CCCN=C(N)N)C(=O)N[C@H](CCCN=C(N)N)C(N)=O)[C@@H](C)O
  116 | 101 | 105 | 105 | 99 | . | 100 | 100
8: O=C1N(CO)C2C(N1CO)N(CO)C(=O)N2CO (stereo unspecified)
  110 | 91 | 119 | 106 | 93 | 80 | . | 89
9: Cc1ncc([N+](=O)[O-])n1CC(C)O (stereo unspecified)
  . | 88 | 101 | . | 111 | 85 | 84 | 102
10: O=C(O)c1ccc(C(=O)O)c(O)c1O
  101 | 93 | 113 | 102 | 103 | 101 | 86 | 100
11: CC(=O)N1N=C(CCC(=O)c2nc3ccc([N+](=O)[O-])cc3[nH]2)OC1c1ccc(Br)cc1 (stereo unspecified)
  109 | . | 75 | . | 90 | 109 | . | 98
12: COc1cc2c(cc1OC)C(O)C(O)(CO)C(C(=O)O)C2c1cc(OC)c(OC)c(OC)c1 (stereo unspecified)
  94 | 91 | 108 | . | 84 | 73 | 89 | 81

Screening results as filed in PubChem BioAssay.
